KLF5 inhibitor = inhibitors of KLF5 expression; DLD-1 KLF5 promoter-luciferase reporter, luminescence; inhibition, % at 5 µM; actives 0.23% (n = 290,000);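 active = inhibition above a per-plate limit of that plate's mean compound inhibition plus 3 SD, cut at about 60% in these data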;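 also: 0% = DMSO wells and 100% = LY294002 at 200 µM; higher means less KLF5 promoter-driven luciferase light; inactives centre near -14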
AI-2 QS mod = modulates the Vibrio harveyi AI-2 quorum sensing system. Vibrio harveyi JMH597 AI-2 luminescence/OD600 ratio, 9 h; hits give low values; strain lacks LuxN and CqsS sensors; 0 = neutral-control median. activity change, % at 7.5 µM. actives 0.4% (n = 300,000); in the data active = activity change below about -75%, passing the limit was not always enough; inconclusive = no clear call, values can overlap the other calls;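 also: luminescence divided by OD600 gain over 9 h not by final OD600 alone; inactives centre near 13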
HSP90 refold inh = HSP90 refolding inhibition in rabbit reticulocyte lysate | luciferase refolding luminescence, 3 h | inhibition, % at 5.6 µM | actives 0.91% (n = 290,000) | AID 1789;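 active = inhibition above the screen-wide mean plus 3 SD, computed separately per campaign, cut at about 16% in these data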;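 also: 0% = DMSO wells and 100% = 60 µM geldanamycin wells; inhibitors lower the luminescence because luciferase stays unfolded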
HIF activator = HIF pathway transcriptional activation. U2OS HRE-luciferase reporter, luminescence; normalized: DMSO 0%, desferrioxamine 100%. AID 1910. activation, % at 7.5 µM (by protocol). actives 0.32% (n = 300,000);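 active = mean activation of at least 10% of the iron chelator positive control signal, with at least half of replicates also reaching 10%; inconclusive = mean and replicate majority disagree about reaching 10%; inactive = mean and most replicates under 10%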
HSF1 activator = increases HSF-1 driven luciferase reporter signal | NIH3T3-HGL HSF-1 luciferase reporter, MG132, 8 h; 100% = twice DMSO control signal | activation, % at 9 µM | actives 1.7% (n = 300,000);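 active = mean replicate activation of at least 50% with a set share of replicates each reaching 50%; inconclusive = only one of those two conditions met; inactive = mean below 50% and too few replicates reaching it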;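 also: 0% = median of the neutral control wells and 100% = twice that signal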
Platelet DG rel = platelet dense granule release activity | human platelet-rich plasma, SFLLRN dense granule ATP release, luminescence | AID 1663 | actives 0.22% (n = 300,000) | inhibition, %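 (compounds screened at 7.5 µM in platelet-rich plasma)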;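 active = mean replicate score, as percent of positive control, at or above 50; inconclusive = mean below 50 but at least one replicate at or above 50; inactive = mean and every replicate below 50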
HSF1 inhib = HSF1 inhibition | actives 0.77% (n = 300,000) | activity change, negative = inhibition, % at 7.5 µM (by protocol) | AID 2098 | NIH3T3-HGL HSE-luciferase, MG132-induced, luminescence 8 h; hits give low values;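 active = more than half of replicate wells show activity change below -50%, luminescence cut by over half; inconclusive = some wells, but at most half, below -50%; inactive = no replicate well below -50%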;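 also: luciferase reports HSF-1 transcriptional activity via heat shock element; 0% = median of DMSO wells and -100% = zero luminescence signal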
aSyn 5UTR inh = 5' untranslated region of α-synuclein, MLPCN primary screen | alpha-synuclein 5'UTR reporter, inhibitor activity | inhibition, % (tested at 7.5 µM) | AID 1813 | actives 0.82% (n = 300,000); in the data active = inhibition above about 60%; inconclusive = no clear call, values can overlap the other calls;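 also: H4 neuroglioblastoma cells stably carrying SNCA 5'UTR luciferase fusion; 0% = DMSO wells and 100% = positive control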
IEC-6 tox = IEC-6 cytotoxicity, counter-screen for KLF5 inhibitors; AID 1825; inhibition, % at 5 µM; luminescence viability; actives 0.78% (n = 290,000); in the data active = inhibition above about 22%;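 also: 0% = plate median of test compound wells and 100% = cytotoxic reference compound wells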
HDAC3 inh = blocks human histone deacetylase 3; O15379; recombinant HDAC3, fluorogenic peptide/trypsin coupled, fluorescence; inhibition, % at 8.3 µM; actives 0.15% (n = 320,000); AID 2718; in the data active = inhibition above about 26%, passing the limit was not always enough; inconclusive = no clear call, values can overlap the other calls
Target sequence (O15379 whole entry, looked up): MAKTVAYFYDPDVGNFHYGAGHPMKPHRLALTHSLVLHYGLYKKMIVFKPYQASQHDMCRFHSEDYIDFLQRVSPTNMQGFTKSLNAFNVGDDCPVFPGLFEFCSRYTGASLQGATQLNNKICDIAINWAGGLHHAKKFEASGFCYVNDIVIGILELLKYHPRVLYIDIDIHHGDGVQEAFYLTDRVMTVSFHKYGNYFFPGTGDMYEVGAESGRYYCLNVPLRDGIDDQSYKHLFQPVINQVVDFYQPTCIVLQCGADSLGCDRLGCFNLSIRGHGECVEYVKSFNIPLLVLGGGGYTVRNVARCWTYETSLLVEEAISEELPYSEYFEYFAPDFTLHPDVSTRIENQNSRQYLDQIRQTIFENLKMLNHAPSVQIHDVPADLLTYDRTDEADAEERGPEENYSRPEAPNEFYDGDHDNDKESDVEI
* = called active by the depositor; ? = inconclusive; nt = no result given. Rows were taken by chance (roughly 5% active in at least one column).

structure	KLF5 inhibitor	AI-2 QS mod	HSP90 refold inh	HIF activator	HSF1 activator	Platelet DG rel	HSF1 inhib	aSyn 5UTR inh	IEC-6 tox	HDAC3 inh
Cc1ccc(S(=O)(=O)N(C)c2nc3ccccc3[nH]c2=S)cc1	-32.4	33.3	-2.1	0.1	-17.4	0.1	-6.0	-9.4	-7.6	4.0
Cc1nn2c(N3CCN(C4CCCC4)CC3)cc(C(C)(C)C)nc2c1-c1ccccc1	-27.9	28.4	3.4	-0.2	3.8	7.9	-4.8	-9.0	0.7	-4.4
CCOC(=O)C1C2C=CC3(CN(Cc4ccco4)C(=O)C13)O2 (stereo unspecified)	-10.8	1.1	0.6	-0.2	-9.2	5.1	-2.7	-1.8	1.9	7.8
CCN1CCN(Cc2c(O)ccc3c2O/C(=C\C=C\c2ccccc2)C3=O)CC1	2.3	16.7	5.7	0.9	-6.1	11.9	13.2	-32.6	-1.8	2.7
COc1ccc(NC(=O)N2CCCC2C(=O)NCc2ccccc2Cl)cc1 (stereo unspecified)	-29.6	-6.1	-3.6	-37.6	3.0	-8.5	4.4	0.8	1.6	0.2
CCCC(c1nnnn1CCc1ccccc1)N1CCC(C(N)=O)CC1 (stereo unspecified)	-18.7	12.3	-0.7	-0.4	32.6	-5.5	2.2	3.4	-2.1	-1.6
Cc1cccn2c(=O)c(/C=C(\C#N)C(=O)NC3CCS(=O)(=O)C3)c(N3CCC(C(N)=O)CC3)nc12 (stereo unspecified)	-3.7	38.8	4.5	0.1	7.8	1.5	-4.4	-22.5	2.3	-381.5
Cc1nc2oc3ccccc3c(=O)c2c(=O)n1Cc1ccccc1	-31.7	29.7	-0.8	-0.3	12.2	2.6	-2.3	-7.1	1.5	-7.6
Cc1ccc(Sc2ccc(N)cc2C#N)cc1	1.7	-81.3*	0.9	-0.2	-7.0	-5.6	-4.7	11.6	2.7	-5.1
Cc1cccc(NC(=O)c2ccc3nc(N4CCOCC4)sc3c2)c1C	-21.8	-3.9	6.6	-0.3	4.7	4.1	-2.9	13.0	1.0	-3.8
CCOC(=O)C1=C(COC(=O)COc2ccccc2OCC)NC(=O)NC1C (stereo unspecified)	nt	-1.3	nt	-0.3	7.7	-1.6	-2.6	5.3	nt	0.2
COc1ccc(NC(=O)N[C@@H](Cc2ccccc2)C(=O)NN)cc1	-4.7	18.7	0.5	-0.2	-2.0	4.8	-1.1	10.1	-3.4	1.3
Cc1ccc(S(=O)(=O)N2CCN(C(=O)c3ccccc3OCc3c(C)noc3C)CC2)cc1C	nt	32.4	nt	0.2	3.5	-5.4	1.6	-8.5	nt	-5.3
Nc1c(Br)c(=O)[nH]c(=O)n1-c1ccccc1	-39.6	22.0	-1.5	-1.6	-10.0	1.6	-7.1	1.9	-4.2	3.9
C=C(C)CNC(=S)N/N=C(\C)c1ccc(Cl)s1	-73.2	11.3	7.1	1.0	5.2	1.3	6.5	-70.2	4.4	4.8
COc1ccc2ccccc2c1/C=N/NC(=O)c1cccc([N+](=O)[O-])c1	-17.4	8.7	4.2	-0.7	13.0	-2.8	2.1	-10.6	2.2	-4.5
COCc1nc(-c2ccc(-c3ccc(OC)cc3)nc2OC)no1	-12.7	11.3	-3.8	2.7	15.5	18.8	15.7	-122.7	12.4	nt
CC(=O)Oc1ccc(C(=O)Nc2ccc3c(c2)C(=O)N(CCC(=O)O)C3=O)cc1	1.9	5.1	-6.8	0.0	-10.0	-1.0	-1.5	9.1	9.2	-20.4
O=C(NCCCl)Nc1ccc(Cl)c([N+](=O)[O-])c1	-19.1	10.3	0.7	0.5	22.6	-0.9	19.3	-2.3	-2.1	-1.0
Cc1nnc(NC(=O)CSc2nnc(CC(=O)Nc3ccccc3C)n2C)s1	-21.3	nt	-4.0	-0.6	7.1	-0.1	-8.9	-7.9	5.2	-1.1
CCOC(=O)N1CCC(N2C(=O)c3ccccc3C2Nc2ccc(S(=O)(=O)N(CC)CC)cc2)CC1 (stereo unspecified)	-10.5	5.9	3.3	-1.1	12.6	3.9	1.7	-9.6	-3.0	5.4
CCOc1cc(C(N)=O)cc(Cl)c1OCC	-4.2	28.4	-3.7	1.0	-25.6	1.7	-22.0	31.4	4.5	-5.4
COc1ccc(-c2csc(N(Cc3ccco3)C(=O)c3cccs3)n2)cc1	-28.0	6.6	14.8	0.8	-3.8	1.4	0.7	-30.0	-3.2	2.2
COC(=O)C(C)Sc1nc2c([nH]c3ccccc32)c(=O)n1C (stereo unspecified)	8.2	27.8	-2.7	1.0	7.6	0.1	4.8	-7.6	6.4	3.8
CC1(C)CC(NC(=O)c2cc(S(=O)(=O)N3CCOCC3)c(Cl)cc2Cl)CC(C)(C)N1	nt	27.0	nt	0.1	-14.7	2.4	0.7	-28.8	nt	-2.1
O=C(/C=C/c1ccc(S(=O)(=O)N2CCOCC2)cc1)N(CCO)Cc1ccccc1	-11.7	11.3	3.3	-3.6	32.4	2.2	0.4	15.4	7.4	-1.9
O=C(CCC1CC(=O)Nc2ccccc21)NCc1ccc(F)cc1 (stereo unspecified)	-5.5	40.6	10.1	-0.2	-3.4	2.0	4.7	9.5	3.9	-2.0
CCOC(=O)c1c(-c2ccc(C)o2)csc1NC(=O)CN(C)CC(=O)Nc1ccc(C)cc1	-10.1	3.4	2.9	-0.3	13.8	-5.9	-1.7	0.9	1.0	15.1
Cc1onc(-c2ccccc2)c1C(=O)OCC(=O)N(CC(C)C)c1c(N)n(Cc2ccccc2)c(=O)[nH]c1=O	nt	21.9	nt	-0.2	7.2	-0.7	1.0	16.2	nt	-2.4
Cc1cccc(C)c1OCC(=O)N1CCc2ccccc2C1	-28.6	-0.7	-0.8	0.9	13.0	3.9	5.6	11.8	-2.5	2.4
CCn1cc(C(=O)NCC(OC)OC)c(=O)c2cc(S(=O)(=O)N3CCCC3)ccc21	-15.0	14.6	-2.9	-0.3	-13.2	-8.1	0.3	-4.4	0.7	-0.2
Cc1nc2cc(NS(=O)(=O)c3ccccc3F)ccc2s1	8.9	8.4	-1.3	-0.7	-5.9	-6.9	2.5	-2.1	2.8	0.5
COc1ccc(CC(=O)NC(=S)NNC(=O)COc2c(C)cccc2C)cc1	-4.4	2.0	6.0	-0.4	-0.5	-2.7	-2.6	9.3	3.4	2.5
O=C(NCc1ccccn1)c1cc(-c2ccccc2Cl)on1	-10.3	-19.9	-1.8	0.5	-18.3	-7.9	-4.2	-99.8	5.8	-8.5
Nc1ccccc1SC(C[N+](=O)[O-])c1ccccc1 (stereo unspecified)	-15.1	5.7	-4.3	1.4	12.0	0.6	-2.9	-28.4	-5.0	nt
Cc1cc2c(cc1C)N(Cc1ccccc1)C1=NCCCN12	5.2	10.9	-2.5	0.3	-12.8	5.1	-14.3	1.5	-2.6	nt
COc1ccc(/C=N/NC(=O)c2c([N+](=O)[O-])c(C)nn2C)cc1	-19.2	16.0	-5.2	-0.5	-4.7	-1.3	-10.9	15.9	9.2	5.4
O=C(Nc1nccs1)c1cc(S(=O)(=O)N2CCCCC2)ccc1Cl	-8.8	2.3	-1.7	-0.4	3.5	9.7	5.5	-6.6	-6.9	-1.8
Cc1sccc1/C=N/NC(=O)c1ccco1	-80.3	14.6	-0.6	1.3	-5.3	-10.7	3.1	-42.0	0.4	4.5
O=C(NCc1cccnc1)c1ccc(NS(=O)(=O)c2ccc(F)cc2)cc1	3.8	17.9	-0.3	-0.5	-0.1	-1.2	-0.7	-14.7	1.7	0.6
CCC(=O)N=c1sc2c(OC)ccc(OC)c2n1C	-13.1	9.9	2.9	-0.1	-31.4	3.7	-15.7	-7.7	6.9	1.1
CCCNC(=O)c1ccc(SCC(=O)N(CC)CC)c([N+](=O)[O-])c1	-16.3	15.2	-7.7	0.4	2.4	-8.7	-9.1	-1.1	-1.8	2.8
Cc1ccc(-n2c(CCc3ccccc3)nnc2SCC(=O)NCc2ccccc2)cc1C	-23.6	10.6	3.8	-0.9	11.4	5.5	14.7	24.6	1.9	?
CC1Cc2nc(SCC(=O)OCc3ccccc3)n(C)c(=O)c2S1 (stereo unspecified)	0.9	35.3	-4.0	-0.3	18.4	1.1	7.9	8.1	-0.7	13.8
O=C(c1cccs1)c1no[n+]([O-])c1C(=O)c1cccs1	-7.3	-52.8	2.3	-1.6	-4.3	6.3	1.2	63.1*	-2.9	8.0
O=C(CCN1CCOCC1)Nc1ccc2c(c1)N(C(=O)CN1CCOCC1)c1ccccc1CC2	-16.8	11.7	-0.9	-0.2	-9.7	2.1	-0.3	28.5	-8.7	0.7
COc1ccc(OC)c(C(=O)c2ccc(C(=O)Nc3ccc(NC(C)=O)cc3)cc2)c1	-32.3	20.9	4.2	-2.1	4.7	1.5	2.0	19.7	-3.1	nt
CC(C)(C)C(=O)Nc1ccccc1C(=O)Nc1ccccn1	0.3	30.6	6.2	0.0	-13.1	-0.1	3.0	-2.5	-0.1	-3.5
CCCc1cc(-n2ccnc2)n2c(nc3ccccc32)c1C#N	-19.7	30.5	-2.7	0.7	-12.1	3.3	-5.0	-34.1	-0.2	-8.2
c1ccc(Cc2nn3c(C4COc5ccccc5O4)nnc3s2)cc1 (stereo unspecified)	-36.2	-2.5	-2.6	0.6	22.7	-8.1	6.6	-17.4	-2.8	4.8
Cc1[nH]n(-c2ccc(F)cc2)c(=O)c1/C=N/c1sc2c(c1C#N)CCCC2	-22.1	5.3	3.1	-0.5	-1.6	3.6	-8.6	27.5	5.1	-15.7
CCn1c(Cc2ccccc2)nnc1SCC(=O)Nc1ccc(N)cc1	-9.6	25.6	-2.8	0.4	9.8	2.3	-0.7	-1.7	-7.7	-2.1
O=C(CSc1nc2ccccc2c(=O)n1NC(=O)c1ccccc1)c1ccccc1	-92.0	30.5	36.5*	0.4	-20.6	1.3	1.1	-43.8	-3.0	14.0
Cc1cc(C)c2c(N)c(C(=O)Nc3cccc(C)c3C)sc2n1	-42.8	53.1	1.5	-1.5	52.4*	-6.7	13.2	-268.2	1.3	nt
CC1CCN(C(=O)CSc2nc3ccccc3c(=O)n2Cc2ccc3c(c2)OCO3)CC1	13.5	15.2	3.8	0.1	11.4	3.8	-2.4	20.1	-0.4	-1.3
CC(C)NC(=S)N/N=C/c1ccccc1[N+](=O)[O-]	-51.8	4.6	-0.7	0.9	23.2	-6.7	-6.1	-9.7	-15.9	5.8
CCN(CC)CCN1C(=O)C(=O)/C(=C(/O)c2ccc(S(=O)(=O)N3CCOCC3)cc2)C1c1ccc(C)cc1 (stereo unspecified)	-17.8	11.3	-0.6	0.1	-3.3	2.4	-4.7	-22.6	-1.7	-2.9
O=c1[nH]ncc2c3ccccc3n(Cc3ccccc3)c12	-16.7	21.7	4.8	0.0	-8.3	-1.9	-2.5	23.3	5.3	1.7
CCOC(=O)CNC(=O)c1cccs1	-37.6	26.8	3.5	0.1	9.7	1.0	0.9	23.4	1.8	1.2

Screening data (PubChem)
